Source: PubChem BioAssay
ELG1 genotox – inducers of genotoxicity in HEK293T ELG1-luciferase cells; HEK293T ELG1-luciferase reporter, luminescence, 16 h; Potency, µM (top dose mostly 46 µM), inactives show at the highest dose activity change, positive = activation, usual class: activators; hit rate 1.3% among 330,000; note: potency is the fitted concentration of half-maximal effect; % of control where 0% means no effect; nearly all actives have a fitted effect of over 60% in size
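Luminescence read-out: rising ELG1-luciferase signal, reflecting elevated ELG1 protein under genetic stress, flags genotoxic compounds. Cells were treated for 16 hr at 37 °C before ONE-Glo detection.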
RORg inh – ROR gamma (mouse) transcription inhibition; Drosophila S2 Gal4-RORgamma UAS-luciferase reporter, 20 h; Potency, µM (highest dose often 53.6 µM), without a hit: top-dose activity change, negative = inhibition, hits mostly inhibitors; hit rate 5.4% among 310,000; AID 2551; note: potency is the fitted concentration of half-maximal effect; % is set by controls: 0 for no effect and ±100 for the full control effect; nearly all actives have a fitted effect of over 60% in size
Target sequence (P51450 whole entry, looked up, the tested form may be a part): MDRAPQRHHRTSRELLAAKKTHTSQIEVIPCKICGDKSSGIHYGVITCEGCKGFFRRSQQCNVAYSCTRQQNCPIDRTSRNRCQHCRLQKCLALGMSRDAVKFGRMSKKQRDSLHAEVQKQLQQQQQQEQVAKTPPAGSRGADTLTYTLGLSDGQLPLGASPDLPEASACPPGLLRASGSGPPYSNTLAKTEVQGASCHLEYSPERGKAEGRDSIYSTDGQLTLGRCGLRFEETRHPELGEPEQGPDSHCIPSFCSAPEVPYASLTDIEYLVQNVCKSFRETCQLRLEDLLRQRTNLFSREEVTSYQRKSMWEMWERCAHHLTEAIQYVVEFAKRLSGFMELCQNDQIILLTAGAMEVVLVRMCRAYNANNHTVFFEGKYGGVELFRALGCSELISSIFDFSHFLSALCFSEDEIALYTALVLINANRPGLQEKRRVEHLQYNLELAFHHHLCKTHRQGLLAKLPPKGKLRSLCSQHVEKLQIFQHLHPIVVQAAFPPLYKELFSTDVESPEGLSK
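In this cell-based reporter format, copper sulfate (700 uM final) drives Gal4–ROR gamma fusion expression from a metallothionein promoter in Drosophila Schneider cells; compounds preincubated 1 hr, reporter read after 20 hr at ambient temperature.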
NPC1 prom act – activates the NPC1 promoter; hit rate 2.4% among 320,000; Huh7 NPC1 promoter luciferase reporter, 24 h; Potency, µM (top dose mostly 9.22 µM), for the others: top-dose activation, actives largely listed as activators;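 note: potency is the fitted concentration of half-maximal effect; % of control where 0% means no effect; nearly all actives have a fitted effect of over 60% in size; reporter is driven by a mutant NPC1 promoter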
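Huh7 reporter cells (NPC1 promoter driving luciferase) are dosed with compound for 24 h at 37 °C, 5% CO2; luciferase detection reagent is then added and luminescence measured after 10 min at ambient temperature.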
BRCA1 expr act – BRCA1 expression activation. MCF7-BRCA1-FFLuc reporter, luminescence, 48 h; response scale: scaled: vehicle 0%, 10 µM genistein 100%. Potency, µM (top dose mostly 46.1 µM), inactives show top-dose activation, hits mostly activators. hit rate 1.1% among 380,000; note: potency is the fitted concentration of half-maximal effect; nearly all actives have a fitted effect of over 80% in size; some results filed as inactive show a strong effect at the top dose
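First, MCF7-BRCA1-FFLuc cells (2000/well) attach for 2 h; next, compounds are pin-added and incubated 48 h at 37 °C; finally, luciferase reagent is added and luminescence read after 15 min.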
TRPV1 agonist – activates the human vanilloid receptor TRPV1. Q8NER1. TRPV1-expressing cells, Fluo-8 calcium influx, agonist mode. activation, % at 8.33 µM. hit rate 0.19% among 320,000. AID 540275; in the data active = activation above about 80%; inconclusive = between about 30% and that limit; note: 0% is about no effect
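TRPV1-expressing cells were cultured overnight at 35.5C and loaded with Fluo-8 calcium dye for 40 to 90 min at room temperature. After a 10 s baseline, compound was added and calcium influx was read kinetically for 3 min (ex 480/em 520 nm).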
ELG1 DNA repair – blocks ELG1-dependent DNA repair in HEK293T cells; HEK293T ELG1-luciferase reporter, luminescence, 16 h; DNA damage induced by 5-fluorouridine; Potency, µM (top dose mostly 46.1 µM), without a hit: top-dose activity change, negative = inhibition, hits mostly inhibitors; hit rate 2.3% among 330,000; AID 504467; note: potency is the fitted concentration of half-maximal effect; % is set by controls: 0 for no effect and ±100 for the full control effect; nearly all actives have a fitted effect of over 55% in size
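5-Fluorouridine DNA damage + compound/DMSO, 2,000 cells/well, 16 h, 37 °C/5% CO2. ONE-Glo, 30 min RT, luminescence. Readout = decrease in reporter signal.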
p53 reactivator – re-activators of mutant p53. hit rate 0.063% among 320,000. Potency, µM (doses to about 92.2 µM), inactives show top-dose activity change, positive = activation, actives largely listed as activators. H1299 p53-A138V BP100-luciferase reporter, luminescence, 24 h. AID 504706; note: potency is the fitted concentration of half-maximal effect; % of control where 0% means no effect; nearly all actives have a fitted effect of over 45% in size
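p53-null H1299 cells stably carrying temperature-sensitive p53-A138V and a BP100-luciferase reporter were pinned with compounds (4-point, 1:5 series) and held 24 hrs at 37 deg C. Luminescence was read 10 min after detection reagent.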
FLuc counter – firefly luciferase modulation, counter-screen for miR-21 project. hit rate 6.9% among 360,000. purified FLuc, Km substrates, luminescence inhibition. Potency, µM (top dose mostly 57.5 µM), without a hit: top-dose activity change, negative = inhibition, hits mostly inhibitors;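 note: potency is the fitted concentration of half-maximal effect; plate controls were vehicle for no effect and reference inhibitor for full effect; nearly all actives have a fitted effect of over 55% in size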
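Purified P. pyralis luciferase (10nM final) with 10uM D-luciferin and 10uM ATP (Km levels) in 50mM Tris acetate pH 7.5, 10mM Mg acetate, 0.01% Tween-20, 0.05% BSA; qHTS 6-point titration, ~60 µM downward; luminescence read.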
Tb PFK inh – blocks T. brucei phosphofructokinase; O15648; T. brucei PFK, ADP-Glo luminescence; Potency, µM (series often up to 57.5 µM), for the others: at the highest dose activity, negative = inhibition, actives largely listed as inhibitors; hit rate 0.17% among 330,000;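 note: potency is the fitted concentration of half-maximal effect; 0% = uninhibited 1x PFK enzyme wells and -100% = no-enzyme wells; nearly all actives have a fitted effect of over 60% in size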
Target sequence (O15648 whole entry, looked up): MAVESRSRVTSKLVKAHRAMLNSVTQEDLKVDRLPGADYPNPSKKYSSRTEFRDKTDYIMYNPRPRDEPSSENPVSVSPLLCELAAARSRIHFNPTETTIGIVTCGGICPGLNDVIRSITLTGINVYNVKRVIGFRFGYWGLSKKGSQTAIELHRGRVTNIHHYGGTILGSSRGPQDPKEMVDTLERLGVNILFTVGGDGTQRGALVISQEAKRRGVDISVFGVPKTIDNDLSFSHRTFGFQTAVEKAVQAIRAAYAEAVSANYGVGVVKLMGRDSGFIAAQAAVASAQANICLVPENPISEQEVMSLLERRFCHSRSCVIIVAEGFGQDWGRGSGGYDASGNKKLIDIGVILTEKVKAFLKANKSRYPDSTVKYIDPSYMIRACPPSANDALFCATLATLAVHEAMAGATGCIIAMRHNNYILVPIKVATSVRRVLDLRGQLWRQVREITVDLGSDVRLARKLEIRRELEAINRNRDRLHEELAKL
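PFK 1.25 nM, F6P 0.5 mM, ATP 0.1 mM, 0.1 M TEA pH 8.0, 5 mM MgCl2, 0.01% Tween20, 0.1% BSA; 45 min RT. ADP-Glo readout. qHTS titration up to 57 uM; curves fitted, compounds curve-classed.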
Rab9 promoter act – activators of Rab9 promoter. Huh7 Rab9 promoter-luciferase reporter, luminescence, 24 h. Potency, µM (series often up to 9.22 µM), inactives show at the top dose activation, negative = inhibition, most hits filed as activators. hit rate 2.8% among 320,000; note: potency is the fitted concentration of half-maximal effect; % of control where 0% means no effect; nearly all actives have a fitted effect of over 60% in size
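Huh7 cells stably carrying Rab9 promoter–luciferase reporter, plated 1500 cells/well, compound added after 2 h and incubated 24 h at 37 °C; luciferase luminescence then read after 10 min with detection reagent.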
VP16 counter – counter-screen for ROR gamma inhibitors: Gal4-VP16 reporter. Drosophila S2 Gal4-VP16 UAS-luciferase, luminescence, 20 h. Potency, µM (series often up to 53.6 µM), without a hit: at the highest dose activity, negative = inhibition, actives largely listed as inhibitors. hit rate 3.5% among 310,000. AID 2546;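 note: Gal4-VP16 expression switched on by copper sulfate through the metallothionein promoter; potency is the fitted concentration of half-maximal effect; % is set by controls: 0 for no effect and ±100 for the full control effect; nearly all actives have a fitted effect of over 50% in size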
The depositor's hits bear a star; ? = inconclusive; / = no result given; [ ] = remark or other dose. Unless noted, calls come from the whole dose curve; as a rule, active = well fitted curve in the direction sought with a large enough effect; inconclusive = small, poorly fitted or top-dose-only effect, or another doubt; inactive = no such curve, though single readings can be large; an effect the other way counts as inactive or inconclusive.

SMILES	ELG1 genotox	RORg inh	NPC1 prom act	BRCA1 expr act	TRPV1 agonist	ELG1 DNA repair	p53 reactivator	FLuc counter	Tb PFK inh	Rab9 promoter act	VP16 counter
Cc1ccc(S(=O)(=O)NCCCNC(=O)N2CCOCC2)cc1	0%	-13%	-1%	-3%[1.84 µM]	-1	-1%	-2%	-1%	-3%	-3%	-7%
Cc1occc1C(=O)Nc1cc(=O)n(C)c(=O)n1C	0%	1%	-3%	-46%	0	-13%	-8%	1%	1%	-4%	-1%
COC(=O)C1=C(C(=O)OC)C(c2ccccc2O)c2sc(=O)[nH]c2S1 (configuration not stated)	3%	?	0%	21%	-2	?	0%	2%	17%	-1%	?
CCOC(=O)C1(CC2CCCCO2)CCN(S(=O)(=O)c2ccc(OC)cc2)CC1 (configuration not stated)	-6%	-2%	-4%	-3%	-1	-6%	-2%	2%	2%	-8%	-3%
C[C@H](CO)N1C[C@H](C)[C@@H](CN(C)Cc2ccc(C(=O)O)cc2)Oc2c(NC(=O)c3ccncc3)cccc2C1=O	-1%	/	/	23%	/	?	8%	/	1%	/	/
c1coc(CNc2nc3ccccc3s2)c1	?	-40%	1.6µM*	3.2µM*	0	?	?	7.6µM*	4%	?	-1%
Cc1ccc(CSCC(=O)N/N=C/c2ccc(OCC(=O)Nc3ccc(C)cc3)cc2)cc1	0%	-33%	0%	-22%	?	?	-5%	2%	2%	3%	2%
CC1(C)OC(=O)C(=CNC(CO)C(=O)O)C(=O)O1 (configuration not stated)	4%	-1%	0%	14%	-1	27%	-2%	-2%	-2%	4%	-5%
O=C(NNC(=O)c1ccccc1O)c1ccc(Br)cc1	26%	11µM*	?	72%	16	?	18%	12µM*	1%	?	20µM*
O=C(CCc1nc2ccccc2c(=O)[nH]1)Nc1ccc(N2CCCCC2)cc1	-1%	3%	20%	1%	-1	-1%	-5%	-8%	?	-10%	-18%
CCCCCn1c(C)c2c(OCC)cccc(=O)c2c1C	-4%	-4%	0%	-18%	25	-10%	-4%	4%	1%	-6%	1%
O=C(CSc1nnnn1-c1cccc(F)c1)Nc1nc2ccccc2s1	19%	4%	-2%	-22%	1	14%	-1%	-2%	0%	-3%	-4%
CC(=O)N(Nc1ccccc1)c1ccccc1	4%	7%	3%	-2%	-1	7%	3%	0%	-2%	1%[1.84 µM]	2%
COc1ccc(N2CCN(C(=O)C(=O)c3c[nH]c4ccccc34)CC2)cc1	4%	31%	0%	12%	-1	1%	-1%	11%	-4%	1%	-4%
COc1cccc(-c2cc(C(=O)NCc3ccco3)no2)c1	10µM*	?	3.2µM*	7.9µM*	?	?	?	11µM*	0%	1.8µM*	9%

Single values from the list:
`O=C(NNC(=O)c1ccccc1O)c1ccc(Br)cc1` – TRPV1 agonist: 16
`c1coc(CNc2nc3ccccc3s2)c1` – FLuc counter: 7.6µM*

Returning to the listing, starting 3 compounds before the break.
SMILES	ELG1 genotox	RORg inh	NPC1 prom act	BRCA1 expr act	TRPV1 agonist	ELG1 DNA repair	p53 reactivator	FLuc counter	Tb PFK inh	Rab9 promoter act	VP16 counter
CC(=O)N(Nc1ccccc1)c1ccccc1	4%	7%	3%	-2%	-1	7%	3%	0%	-2%	1%[1.84 µM]	2%
COc1ccc(N2CCN(C(=O)C(=O)c3c[nH]c4ccccc34)CC2)cc1	4%	31%	0%	12%	-1	1%	-1%	11%	-4%	1%	-4%
COc1cccc(-c2cc(C(=O)NCc3ccco3)no2)c1	10µM*	?	3.2µM*	7.9µM*	?	?	?	11µM*	0%	1.8µM*	9%
Cc1ccc(S(=O)(=O)N2CCCCC2)cc1NC(=O)C1CC(=O)N(c2ccc3c(c2)OCCO3)C1 (configuration not stated)	-2%	/	1%	-23%	-2	-16%	-5%	0%	-3%	-4%	/
Cc1nn(CCOc2cccc(Br)c2)c(C)c1[N+](=O)[O-]	0%	5%	-6%	9%	6	?	?	-1%	-10%	1%	5%
O=C(c1ccccc1)N1CCN(c2ccc([N+](=O)[O-])c(N3CCOCC3)c2)CC1	2%	41%	-5%	14%	3	-10%	-2%	5%	-11%	1%	-1%
COc1ccc(C(=O)N2CCN(CCCc3ccccc3)CC2)cc1OC	-4%	11%	0%	-38%	-2	-22%	-3%	-3%	-1%	-2%	8%
COc1ccc(NC(=O)c2cc3c(=O)n(C)c4ccccc4c3s2)cc1OC	10%	-14%	-6%	-16%	9	?	3%	0%	-2%	-2%	-5%
CCCCNC(=O)c1onc(CSc2ccccc2C)c1C(=O)O	0%	26%	-2%	-16%	-6	27%	-2%	?	-2%	?	-3%
CC(C)CN1CCN(C(=O)CCc2nnc(Cc3c[nH]c4ccccc34)o2)[C@@H](C)C1=O	12%	18%	-4%	9%	-8	?	-3%	-6%	1%	-1%	0%
COc1cc(NC(=O)c2ccccc2-c2ccccc2)cc(OC)c1	-5%	24%	-2%	-27%	13	1%	-2%	-2%	-16%	-4%	5%
C=CCN1C(=Nc2cccnc2)SCC1(O)c1ccc(C)cc1 (configuration not stated)	-5%	-40%	-12%	/	17	?	?	?	0%	-19%	?
CCCCCC(=O)Nc1cccc(S(=O)(=O)NC2=NCCC2)c1	-1%	/	-1%	-27%	0	0%	-2%	1%	-9%	-3%	/
Cc1ccc(C(=O)NCc2ccccc2CN2CCCC2)cc1S(=O)(=O)N1CCOCC1	2%	/	-1%	-9%	1	0%	-1%	3%	-2%	1%	/
O=C(O)c1ccc(NC(=O)C2CC=CCC2C(=O)O)cc1 (configuration not stated)	1%	-19%	-2%	0%	-2	-1%	-1%	2%	-1%	-1%	-1%
Cc1cc(C)cc(NC(=O)Cn2c(=O)oc3cc(S(=O)(=O)N4CCC(C)CC4)ccc32)c1	8%	-7%	0%	-18%	2	-15%	-1%	6%	4%	4%	?
CN1CCN(c2nc3c(c(=O)[nH]c(=O)n3C)n2CCSc2ncccn2)CC1	-3%	0%	-1%	/	-2	7%	0%	6%	-9%	-2%	-5%
CCc1ccc(C2c3[nH]c4ccccc4c3CCN2C(=O)c2cc(C)nn2C)cc1 (configuration not stated)	-5%	19%	-2%	-62%	1	?	4%	-1%	-1%	0%	-9%
COc1ccc(C(=O)c2coc3c2C(=O)C(=O)c2ccccc2-3)cc1	?	11µM*	24%	-3%	5	?	10%	-16%	-4%	?	?
O=C(O)CN(c1ccccc1F)S(=O)(=O)c1ccccc1	0%	-9%	2%	1%	-1	-6%	-11%	-1%	-2%	-10%	-1%
CCOn1c(=O)c(=O)n(OCc2ccccc2)c2ccccc21	-4%	8%[0.365 µM]	-2%	-1%	0	2%	-9%	1%	-13%	-3%	/
Cn1cc([N+](=O)[O-])c(C(=O)Nc2cc(Oc3ccccc3)cc([N+](=O)[O-])c2)n1	4%	?	-3%	-83%[inhibitor]	0	?	-16%	5%	-5%	-1%	-4%
COc1ccc(N(C(=O)CCl)C(C(=O)NCCc2ccccc2)c2cccs2)cc1 (configuration not stated)	-15%	11µM*	-39%[inhibitor]	-90%	21	?	-19%	-1%	2%	-43%[inhibitor]	?

Only ELG1 DNA repair, for two of the compounds above:
SMILES	ELG1 DNA repair
COc1ccc(C(=O)c2coc3c2C(=O)C(=O)c2ccccc2-3)cc1	?
Cn1cc([N+](=O)[O-])c(C(=O)Nc2cc(Oc3ccccc3)cc([N+](=O)[O-])c2)n1	?
